T cruzi growth – T. cruzi proliferation inhibition. AID 624255. T. cruzi beta-gal in NIH3T3, GalScreen luminescence, 90 h. 77,000 compounds, 5.9% hits. inhibition, % at 8.34 µM;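 active = mean inhibition above about 93%, with at least 55% of replicates each passing it, limit read from the data, passing the limit was not always enough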
GASC1 inh – inhibitors of human demethylase GASC-1 KDM4C; inhibition, % at 12.5 µM; 96,000 compounds, 0.15% hits; AID 720574; Q9H3R0; GST-KDM4C 2-372, H3K9me3 peptide, LANCE TR-FRET;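 active = mean replicate inhibition above about 25%, with at least 55% of replicates also reaching it, limit read from the data, passing the limit was not always enough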
Target sequence (Q9H3R0 2-372 limits assumed): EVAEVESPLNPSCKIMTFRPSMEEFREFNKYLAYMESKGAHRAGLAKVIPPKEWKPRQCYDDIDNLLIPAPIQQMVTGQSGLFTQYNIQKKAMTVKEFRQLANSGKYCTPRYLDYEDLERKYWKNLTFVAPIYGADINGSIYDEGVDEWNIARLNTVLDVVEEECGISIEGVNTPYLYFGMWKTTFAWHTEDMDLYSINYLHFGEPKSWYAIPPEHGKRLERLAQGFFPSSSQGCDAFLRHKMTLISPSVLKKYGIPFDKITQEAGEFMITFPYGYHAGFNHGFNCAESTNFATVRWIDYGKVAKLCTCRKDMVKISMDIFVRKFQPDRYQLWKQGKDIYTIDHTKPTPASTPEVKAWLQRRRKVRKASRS
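reagent = H3K9me3 peptide substrate, Fe(II), 2-oxoglutarate | system = GST-tagged GASC-1 (JMJD2C) catalytic fragment, aa 2-372 | amount = enzyme final amount 10 nM | read-out = Fall in 671/618 emission ratio as inhibition | medium = HEPES buffer, pH 7.5, plus ascorbate | schedule = 30 min reaction, 60 min detection, RT | measured by = LANCE TR-FRET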
C diff growth – C. difficile growth inhibition | Clostridium difficile clinical isolate growth, OD600, 24 h; active compounds read low | growth activity, negative = inhibition, % at 16 µg/mL (by protocol) | 86,000 compounds, 0.25% hits;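 active = mean growth activity at or below -80% and every replicate also at or below -80%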;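 also: 0% = DMSO wells and -100% = levofloxacin 16 µg/mL wells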
Pf Dd2 growth – blocks growth of Plasmodium falciparum Dd2 parasites; P. falciparum Dd2 growth, SYBR Green, 72 h; active compounds read low; activity change, % at 10 µM; 94,000 compounds, 2.3% hits; AID 1159554; in the data active = activity change below about -80%
The depositor's hits bear a star; · = not tested or not shown; & = joins results of further samples.

SMILES	T cruzi growth	GASC1 inh	C diff growth	Pf Dd2 growth
COCC(=O)N(C)C[C@@H]1[C@@H](c2ccccc2)[C@H](CO)N1C(=O)Cc1cccnc1	21	1.0	-6	-1
C[C@H](CO)N1C[C@H](C)[C@@H](CN(C)C(=O)CCC(F)(F)F)OCCCC[C@H](C)Oc2ccc(NS(=O)(=O)c3cn(C)cn3)cc2C1=O	23	-1.0	-1	26
Cc1noc(C)c1S(=O)(=O)Nc1ccc2c(c1)C(=O)N([C@H](C)CO)C[C@H](C)[C@H](CN(C)Cc1ccc(-c3ccccc3)cc1)O2	77	-1.1	15	4
O=C(Nc1ccccc1)N[C@@H]1CC[C@H](CCNS(=O)(=O)c2ccccc2F)O[C@H]1CO	-2	-0.6	0	19
COc1ccc(-c2cnc3c(c2)C(=O)N([C@H](C)CO)C[C@H](C)[C@H](CN(C)Cc2ccc(F)cc2)O3)cc1	82	·	·	-25
COc1ccc(NC(=O)N[C@@H]2CC[C@@H](CCNS(=O)(=O)c3ccccc3F)O[C@@H]2CO)cc1	-10	-3.1	·	-7
C[C@@H]1CCCCO[C@@H](CN(C)Cc2ccc(C(=O)O)cc2)[C@@H](C)CN([C@H](C)CO)C(=O)c2cc(NC(=O)Nc3ccc(F)cc3)ccc2O1	13	14	-5	7
Cc1cc(C(=O)Nc2cccc3c2O[C@H](CN(C)C(=O)NC(C)C)[C@H](C)CN([C@@H](C)CO)C3=O)n(C)n1	·	-0.7	-5	-2
COc1ccc2c3c(n(C)c2c1)[C@H](CO)N(Cc1ccncc1)CC31CCN(C(=O)C2CCCCC2)CC1	·	-0.1	3	-71
C[C@H]1CN([C@@H](C)CO)C(=O)c2cc(-c3cccnc3)cnc2O[C@H]1CN(C)C(=O)C1CC1	·	0.4	3	7
CC(C)CC#Cc1cnc2c(c1)C(=O)N([C@H](C)CO)C[C@H](C)[C@@H](CN(C)Cc1ccc3c(c1)OCO3)O2	56	2.3	-6	-19
CN1CCN(C(=O)C[C@@H]2C[C@@H]3c4cc(NC(=O)NC5CCCCC5)ccc4O[C@@H]3[C@@H](CO)O2)CC1	33	6.9	·	12
Cc1noc(C)c1S(=O)(=O)Nc1ccc2c(c1)C(=O)N([C@H](C)CO)C[C@H](C)[C@H](CN(C)S(=O)(=O)c1cccs1)O2	18	0.9	-10	10
CN1[C@@H]2c3ccc(/C=C/c4ccccc4)c(=O)n3C[C@@H]2[C@@H](CO)[C@@H]1C(=O)NC1CCCCC1	74	5.2	22	·
C[C@H]1CN([C@@H](C)CO)C(=O)c2cc(NC(=O)Nc3ccc4c(c3)OCO4)ccc2O[C@H]1CN(C)Cc1ccc(Cl)c(Cl)c1	-84	-0.2	·	43
O=C(Nc1ccc(F)cc1)N[C@H]1CC[C@@H](CCNC(=O)c2ccccc2F)O[C@@H]1CO	·	-1.0	-1	23
C[C@@H]1CN([C@@H](C)CO)C(=O)Cc2cc(NC(=O)Nc3ccc(F)cc3)ccc2O[C@@H]1CN(C)Cc1ccc(C(=O)O)cc1	26	-1.7	0	-15
C[C@@H]1CCCCO[C@@H](CN(C)C)[C@@H](C)CN([C@H](C)CO)C(=O)c2cc(NC(=O)Cc3ccccc3)ccc2O1	-48	-1.8	2	17
C[C@@H]1CN([C@@H](C)CO)C(=O)Cc2cc(NC(=O)Nc3ccc(F)cc3)ccc2O[C@H]1CN(C)S(=O)(=O)c1cn(C)cn1	17	-0.7	·	5
O=C(C[C@@H]1C[C@@H]2c3cc(NC(=O)Nc4ccc(C(F)(F)F)cc4)ccc3O[C@@H]2[C@@H](CO)O1)NCc1ccc2c(c1)OCO2	80	-1.6	3	-25
C[C@@H]1CCCCO[C@H](CN(C)C(=O)Nc2ccc3c(c2)OCO3)[C@H](C)CN([C@H](C)CO)C(=O)c2cc(NC(=O)CCCN(C)C)ccc2O1	104*	4.0	3	-54
CCCNC(=O)C[C@H]1CC[C@@H]2[C@H](COC[C@@H](O)CN2C(=O)Nc2c(C)noc2C)O1	-20	-0.5	-2	-5
Cc1ccc(S(=O)(=O)N[C@@H]2CC[C@@H](CC(=O)N3CCc4ccccc4C3)O[C@H]2CO)cc1	-29	-0.6	·	-16
COC(=O)[C@H]1[C@H](CO)[C@H]2Cn3c(ccc(-c4cncnc4)c3=O)[C@H]2N1CCC(F)(F)F	·	4.9	0	40
C[C@@H]1CN([C@@H](C)CO)C(=O)c2cc(NS(C)(=O)=O)ccc2O[C@@H](C)CCCCO[C@H]1CN(C)CC1CC1	25	13	-7	11
COCC(=O)N1[C@@H]2CN(C(=O)c3cccnc3)c3ccccc3[C@@H]2[C@@H]1CO	0	3.4	-3	8
CO[C@H]1CN(C)C(=O)c2ccc(NC(=O)c3cccc(F)c3)cc2OC[C@@H](C)N(CC2CC2)C[C@@H]1C	-36	1.6	-3	-47
CCNC(=O)C[C@H]1CC[C@H](NS(=O)(=O)c2ccc(F)cc2)[C@@H](CO)O1	·	-1.0	3	-6
O=S(=O)(c1cccc(F)c1)N1CC[C@H]2[C@H](CO)Nc3ccc(Br)cc3[C@H]21	80	-1.0	-2	-2
COc1cccc(NC(=O)N[C@H]2C=C[C@@H](CC(=O)NCc3ccccn3)O[C@@H]2CO)c1	19	0.3	4	-16

6 entries already listed, arranged by count of non-hydrogen atoms, highest first.
SMILES	T cruzi growth	GASC1 inh	C diff growth	Pf Dd2 growth
COc1ccc(-c2cnc3c(c2)C(=O)N([C@H](C)CO)C[C@H](C)[C@H](CN(C)Cc2ccc(F)cc2)O3)cc1	82	·	·	-25
CN1CCN(C(=O)C[C@@H]2C[C@@H]3c4cc(NC(=O)NC5CCCCC5)ccc4O[C@@H]3[C@@H](CO)O2)CC1	33	6.9	·	12
COc1ccc(NC(=O)N[C@@H]2CC[C@@H](CCNS(=O)(=O)c3ccccc3F)O[C@@H]2CO)cc1	-10	-3.1	·	-7
C[C@H]1CN([C@@H](C)CO)C(=O)c2cc(-c3cccnc3)cnc2O[C@H]1CN(C)C(=O)C1CC1	·	0.4	3	7
CCCNC(=O)C[C@H]1CC[C@@H]2[C@H](COC[C@@H](O)CN2C(=O)Nc2c(C)noc2C)O1	-20	-0.5	-2	-5
COCC(=O)N(C)C[C@@H]1[C@@H](c2ccccc2)[C@H](CO)N1C(=O)Cc1cccnc1	21	1.0	-6	-1

(cont.)
SMILES	T cruzi growth	GASC1 inh	C diff growth	Pf Dd2 growth
COc1ccc(NC(=O)Nc2cccc3c2O[C@@H](CN(C)Cc2ccc(C(=O)Nc4ccccc4N)cc2)[C@@H](C)CN([C@H](C)CO)C3=O)cc1	·	15	3	-66
O=C(Nc1ccc(F)cc1)N[C@@H]1CC[C@H](CCn2cc(-c3ccc(F)cc3)nn2)O[C@H]1CO	20	2.3	-1	-42
Cc1ccc(S(=O)(=O)Nc2ccc3c(c2)C(=O)N([C@H](C)CO)C[C@@H](C)[C@H](CN(C)S(=O)(=O)c2cccs2)O3)cc1	-87	3.2	-4	6
O=S(=O)(NC[C@H]1N[C@H](CO)[C@@H]1c1ccccc1)c1ccccc1	39	-0.7	-2	-8
C[C@@H]1CN([C@@H](C)CO)C(=O)c2cc(-c3cccc(C#N)c3)cnc2O[C@@H]1CN(C)C(=O)C1CCOCC1	8	1.7	0	69
O=C(c1cnccn1)N1CC(=O)N2[C@H](CO)[C@@H](c3ccc(C#CC4CC4)cc3)[C@@H]2C1	·	-0.8	1	-22
CO[C@H]1CN(C)C(=O)c2cc(NC(=O)C3CC3)ccc2OC[C@@H](C)N(C(=O)c2ccncc2)C[C@H]1C	27	1.9	·	11
C[C@H]1CN([C@@H](C)CO)C(=O)Cc2cc(NS(=O)(=O)c3cn(C)cn3)ccc2O[C@@H]1CN(C)C	-24	-1.6	4	8
C[C@H](CO)N1C[C@H](C)[C@H](CN(C)Cc2ccc(C(=O)O)cc2)Oc2c(NC(=O)C3CCCCC3)cccc2C1=O	11	2.0	-3	40
COc1ccc(CN(C)C[C@H]2OCCCC[C@H](C)Oc3ccc(NC(=O)Nc4cccc5ccccc45)cc3C(=O)N([C@@H](C)CO)C[C@@H]2C)cc1	118	0.1	-24	-26
Cc1ccc(S(=O)(=O)N(C)C[C@H]2Oc3ccc(NS(=O)(=O)c4cccs4)cc3C(=O)N([C@H](C)CO)C[C@@H]2C)cc1	10	0.7	-4	-18
CCCN(C)C[C@H]1Oc2ncc(C#Cc3ccccc3OC)cc2C(=O)N([C@@H](C)CO)C[C@H]1C	·	-2.2	·	78
CCCC(=O)Nc1ccc2c(c1)C(=O)N(C)C[C@H](OC)[C@@H](C)CN(Cc1cncnc1)[C@@H](C)CO2	50	0.6	-4	4
CO[C@H]1CN(C)C(=O)c2cc(NC(=O)Nc3cc(F)ccc3F)ccc2OC[C@H](C)N(C(=O)c2cnccn2)C[C@@H]1C	·	0.1	·	5
C[C@@H]1CN([C@@H](C)CO)C(=O)CCCn2cc(nn2)CO[C@H]1CN(C)C(=O)Nc1ccc2c(c1)OCCO2	-50&-52	2.7	0	5&-22
C[C@@H]1CN([C@H](C)CO)S(=O)(=O)c2ccc(C#Cc3ccccc3)cc2O[C@H]1CN(C)C(=O)C1CC1	58	-3.1	-16	-79
C[C@H](CO)N1C[C@H](C)[C@H](CN(C)Cc2ccc3c(c2)OCO3)Oc2ccc(NC(=O)Cn3cnnn3)cc2CC1=O	10	0.7	0	-19
CNC(=O)C[C@H]1CC[C@@H]2[C@@H](COc3ccc(NC(=O)C(C)C)cc3C(=O)N2C)O1	-7	-1.8	28	11
CC(C)NC(=O)N1[C@H](CO)[C@@H]2c3ccccc3N(C(=O)Nc3cccc(Cl)c3)C[C@@H]21	33	-0.3	-3	6
N#C[C@@H]1[C@H](c2ccccc2)[C@H](CO)N1C(=O)c1cccnc1	22	-1.3	-12	72

Exported in markdown: 2 of the compounds above.
| canonical_smiles | T cruzi growth | GASC1 inh | C diff growth | Pf Dd2 growth |
| --- | --- | --- | --- | --- |
| C[C@H](CO)N1C[C@H](C)[C@@H](CN(C)C(=O)CCC(F)(F)F)OCCCC[C@H](C)Oc2ccc(NS(=O)(=O)c3cn(C)cn3)cc2C1=O | 23 | -1.0 | -1 | 26 |
| Cc1noc(C)c1S(=O)(=O)Nc1ccc2c(c1)C(=O)N([C@H](C)CO)C[C@H](C)[C@H](CN(C)Cc1ccc(-c3ccccc3)cc1)O2 | 77 | -1.1 | 15 | 4 |

The list goes on.
SMILES	T cruzi growth	GASC1 inh	C diff growth	Pf Dd2 growth
COc1ccccc1-c1cn(CC[C@@H]2CC[C@@H](NC(=O)C3CCCC3)[C@@H](CO)O2)nn1	·	-0.3	1	-27
C[C@@H]1CN([C@H](C)CO)C(=O)c2cc(NC(=O)Cc3cn(C)c4ccccc34)ccc2O[C@H]1CN(C)C(=O)NC1CCCCC1	23	0.5	2	-22
C[C@@H]1CN([C@H](C)CO)C(=O)c2cc(NC(=O)CCC(F)(F)F)ccc2O[C@@H]1CN(C)C(=O)Nc1ccccc1	22	0.2	-5	4
COc1ccc(NC(=O)Nc2ccc3c(c2)C(=O)N([C@H](C)CO)C[C@@H](C)[C@@H](CN(C)Cc2ccc(C(=O)O)cc2)OCCCC[C@H](C)O3)cc1	67	2.4	-5	45
C[C@@H]1CCCCO[C@@H](CN(C)C(=O)CCCN(C)C)[C@@H](C)CN([C@@H](C)CO)C(=O)c2cc(N(C)C)ccc2O1	69	-0.8	0	·
C/C=C/c1ccc([C@H]2[C@@H](CO)N[C@@H]2CNC(=O)CC2CC2)cc1	5	-1.0	-3	4
CO[C@H]1CN(C)C(=O)c2cc(NC(=O)c3ccc(F)cc3)ccc2OC[C@H](C)N(C(=O)c2ccc(F)cc2)C[C@@H]1C	-2	0.8	·	-62
O=C(N[C@H]1CC[C@@H](CCNS(=O)(=O)c2ccccc2)O[C@@H]1CO)c1cccc(F)c1	19	-1.8	3	8
C[C@H]1CN([C@@H](C)CO)C(=O)c2cc(NS(=O)(=O)c3cccs3)ccc2O[C@@H]1CN(C)S(=O)(=O)c1ccccc1	18	2.4	-6	-32
O=C(C[C@@H]1CC[C@@H]2[C@H](COC[C@@H](O)CN2Cc2cc(F)ccc2F)O1)NCc1ccccc1	-4	3.5	·	-6
N#C[C@@H]1[C@H](c2ccccc2-c2cccc(F)c2)[C@H](CO)N1C(=O)NC1CCCCC1	·	-0.7	28	-62
CNC[C@H]1Oc2ccc(NC(=O)Nc3ccc4c(c3)OCO4)cc2CC(=O)N([C@@H](C)CO)C[C@@H]1C	78	-0.4	-1	-6
COc1ccc(-c2cnc3c(c2)C(=O)N([C@@H](C)CO)C[C@H](C)[C@H](CN(C)C(=O)Cc2ccccn2)O3)cc1	40	4.6	-6	7
CO[C@H]1CC[C@@H]2CCOc3c(C#N)cccc3C(=O)N(C)C[C@@H](c3ccccc3)CC(=O)N(C)C[C@H]1O2	49	-0.3	·	10
CN(C)C(=O)C[C@@H]1CC[C@H]2[C@@H](COC[C@@H](O)CN2C(=O)C2CCOCC2)O1	31	-1.0	·	12
CCCNC(=O)[C@@H]1[C@@H](CO)[C@@H]2Cn3c(ccc(-c4ccc(F)cc4)c3=O)[C@@H]2N1CCC	21	5.8	1	·
O=C(O)C[C@H]1C[C@H]2c3cc(NC(=O)NC4CCCC4)ccc3O[C@H]2[C@H](CO)O1	-19	2.3	·	4
O=C(C1CCCCC1)N1C[C@H]2[C@@H](c3ccccc31)[C@@H](CO)N2C(=O)c1ccccc1F	-4	0.2	-1	-25
O=C(C[C@@H]1C=C[C@@H](NC(=O)CC2CC2)[C@H](CO)O1)NCC(F)(F)F	44	-0.9	3	9

Screening data: PubChem, Broad Institute
